GLS inhibitor = qHTS for Inhibitors of Glutaminase (GLS); GLS enzymatic activity, qHTS titration; Potency, µM (highest dose often 45.5 µM), without a hit: top-dose activity change, negative = inhibition, actives largely listed as inhibitors; 0.21% of 410,000 active; AID 624170, 2012; further: potency means the concentration at half of the fitted maximal effect; on the % scale 0 is the no-effect control and ±100 the full control effect
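Glutamate formation by hKGA was monitored fluorometrically using coupled glutamate oxidase, HRP and Amplex Red. Substrate was added as 1 mM L-glutamine solution; incubation was 30 min at RT after an initial read.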
PGK inhibitor = qHTS Assay to Find Inhibitors of Phosphoglycerate Kinase. Phosphoglycerate kinase, glycosomal (Trypanosoma brucei brucei), P07378. PGK/GAPDH coupled, Kinase-Glo luminescence, 60 min. Potency, µM (highest dose often 57.5 µM), for inactives: at the top dose activity change, negative = inhibition, hits mostly inhibitors. 0.043% of 380,000 active. AID 602233, 2012; further: potency means the concentration at half of the fitted maximal effect; on the % scale 0 is the no-effect control and ±100 the full control effect; nearly all actives have a fitted effect of over 60% in size
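Recombinant glycosomal PGK reaction used 1,3-bisphosphoglycerate generated in-well by GAPDH (100nM final) in 100mM TEA pH 7.6, 5mM MgCl2, 0.01% Tween-20. After 60 minutes at room temperature, ATP was read by Kinase-Glo Plus luminescence end-point.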
JMJD2A Tudor inh = qHTS Assay for Inhibitors of JMJD2A-Tudor Domain; AID 504339, 2011; Lysine-specific demethylase 4A (Homo sapiens), O75164; Potency, µM (titrated, usually from 114 µM), inactives show at the top dose activity change, negative = inhibition, most hits filed as inhibitors; 4.4% of 390,000 active; AlphaScreen JMJD2A-Tudor / H3K4me3 peptide binding; further: potency means the concentration at half of the fitted maximal effect; on the % scale 0 is the no-effect control and ±100 the full control effect; nearly all actives have a fitted effect of over 50% in size
G9a block = qHTS Assay for Inhibitors of Histone Lysine Methyltransferase G9a | G9a H3K9 monomethylation, AlphaScreen, 2 h | Histone-lysine N-methyltransferase EHMT2 (Homo sapiens), Q96KQ7 | Potency, µM (top dose mostly 102 µM), for the others: at the highest dose activity, negative = inhibition, usual class: inhibitors | 8.8% of 350,000 active; further: potency means the concentration at half of the fitted maximal effect; on the % scale 0 is the no-effect control and ±100 the full control effect; nearly all actives have a fitted effect of over 75% in size
Target sequence (Q96KQ7 913-1193 limits assumed): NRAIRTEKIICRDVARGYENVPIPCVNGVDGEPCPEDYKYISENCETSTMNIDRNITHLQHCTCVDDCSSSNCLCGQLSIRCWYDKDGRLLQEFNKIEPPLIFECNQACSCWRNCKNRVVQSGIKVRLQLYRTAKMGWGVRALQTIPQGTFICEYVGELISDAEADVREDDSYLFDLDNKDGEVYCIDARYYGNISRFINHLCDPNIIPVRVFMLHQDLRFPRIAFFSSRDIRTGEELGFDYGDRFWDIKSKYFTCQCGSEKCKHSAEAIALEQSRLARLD
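Signal arises when biotinylated H3K9 peptide, once monomethylated, bridges streptavidin donor and antibody-captured acceptor beads. Enzyme at 20 nM was preincubated 15 min with test compounds; peptide 500 nM and SAM 20 uM then reacted for 2 h.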
ERG-DNA inh = qHTS for Small Molecule Inhibitors of the ERG Ets/DNA interaction | Transcriptional regulator ERG (Homo sapiens), P11308 | fluorescence polarization, His-ERG Ets domain / labelled DNA | Potency, µM (series often up to 76.9 µM), inactives show top-dose FP activity, negative = inhibition, hits mostly inhibitors | 0.028% of 370,000 active | AID 624246, 2012; active means well fitted inhibition curve with a large enough effect in the polarisation, with a control signal flat; inconclusive means small, poorly fitted or top-dose-only effect, or effect the other way, or a change in a side signal; inactive means no such curve, though single readings can be large or run the other way; the % refers to the polarisation;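 further: polarization taken with two DNA probes labelled with fluorescein and Texas red; potency means the concentration at half of the fitted maximal effect; % of control where 0% means no effect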
Target sequence (P11308 whole entry, looked up, the tested form may be a part): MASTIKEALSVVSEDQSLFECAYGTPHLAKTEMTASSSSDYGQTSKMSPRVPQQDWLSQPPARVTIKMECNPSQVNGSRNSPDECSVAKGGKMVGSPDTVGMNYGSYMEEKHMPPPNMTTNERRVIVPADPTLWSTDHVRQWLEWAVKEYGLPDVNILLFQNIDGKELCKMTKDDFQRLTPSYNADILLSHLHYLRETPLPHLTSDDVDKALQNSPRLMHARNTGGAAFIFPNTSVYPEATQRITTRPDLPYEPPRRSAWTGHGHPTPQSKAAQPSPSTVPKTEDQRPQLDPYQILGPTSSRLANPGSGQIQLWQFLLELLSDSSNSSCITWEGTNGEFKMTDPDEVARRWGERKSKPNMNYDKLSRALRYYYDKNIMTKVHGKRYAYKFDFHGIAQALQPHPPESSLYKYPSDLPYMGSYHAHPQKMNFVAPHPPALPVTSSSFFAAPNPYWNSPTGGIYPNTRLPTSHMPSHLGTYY
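His-tagged ERG Ets domain (1 uM in the protein solution; 300mM KCl, 50mM Tris-HCl, 1mM EDTA, 1mM DTT, pH 7.5) received compound, then a probe mix of 5 nM fluorescein-DNA and 100nM Texas-615-DNA. Fluorescence polarization was read for both dyes.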
BAZ2B block = qHTS Assay for Inhibitors of BAZ2B. Bromodomain adjacent to zinc finger domain protein 2B (Homo sapiens), Q9UIF8. Potency, µM (titrated, usually from 114 µM), inactives show top-dose activity change, negative = inhibition, hits mostly inhibitors. 4.4% of 360,000 active. AlphaScreen BAZ2B-H3K14Ac peptide displacement; further: potency means the concentration at half of the fitted maximal effect; on the % scale 0 is the no-effect control and ±100 the full control effect; nearly all actives have a fitted effect of over 60% in size
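Multi-concentration screen (max 110 uM) measuring displacement of acetylated histone H3 peptide from BAZ2B by AlphaScreen, using 50 nM protein, 50 nM peptide and 10 ug/mL streptavidin donor plus Ni-chelate acceptor beads.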
HP1b binding inh = HTS for Inhibitors of HP1-beta Chromodomain Interactions with Methylated Histone Tails; Chromobox protein homolog 1 (Homo sapiens), P83916; AlphaScreen HP1-beta / biotin-H3K9me3 peptide binding; Potency, µM (series often up to 114 µM), without a hit: at the top dose activity change, negative = inhibition, hits mostly inhibitors; 0.56% of 390,000 active; AID 540317, 2011; further: potency means the concentration at half of the fitted maximal effect; nearly all actives have a fitted effect of over 70% in size; inactives centre near 23
Target sequence (P83916 whole entry, looked up): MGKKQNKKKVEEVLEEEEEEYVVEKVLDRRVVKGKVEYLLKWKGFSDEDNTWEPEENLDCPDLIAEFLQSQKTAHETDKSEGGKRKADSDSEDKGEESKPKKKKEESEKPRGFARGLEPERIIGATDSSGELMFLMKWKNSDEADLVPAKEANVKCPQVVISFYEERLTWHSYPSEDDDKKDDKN
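Compound inhibition of the preformed complex between 50 nM HP1-beta and 50 nM biotinylated H3K9me3 peptide was read by AlphaScreen. Buffer was PBS pH 7.4 with 0.01% Tween-20. Incubations ran 30 min at room temperature, with 10 ug/mL donor/acceptor beads.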
Pin1 inhibitor = qHTS Assay to Find Inhibitors of Pin1; Peptidyl-prolyl cis-trans isomerase NIMA-interacting 1 (Homo sapiens), Q13526; Potency, µM (titrated, usually from 115 µM), without a hit: top-dose activity, negative = inhibition, hits mostly inhibitors; Pin1 FP peptide displacement, HiFluor488, 10 min; 0.009% of 390,000 active; active means well fitted inhibition curve with a large enough effect in the polarisation, with a control signal flat, not every such curve was filed as active; inconclusive means small, poorly fitted or top-dose-only effect, or effect the other way, or a change in a side signal; inactive means no such curve, though single readings can be large or run the other way; the % refers to the polarisation; further: potency means the concentration at half of the fitted maximal effect; on the % scale 0 is the no-effect control and ±100 the full control effect
PI4K2A inh = qHTS for small molecular inhibitors of PI4K2A. activity change, negative = inhibition, % at 76.9 µM. purified PI4K2A, ADP-Glo luminescence, 1 h; hits give low values. Phosphatidylinositol 4-kinase type 2-alpha (Homo sapiens), Q9BTU6. 0.13% of 420,000 active; in the data active means activity change below about -50%; inconclusive means mostly about -30% to -49%;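 further: -100% = wells without enzyme as full effect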
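Compounds are screened against recombinant PI4K2A using PI as substrate and ATP, the latter dispensed at 300 microM. Reactions run one hour at ambient temperature before ADP-Glo detection; full inhibition defined by wells lacking enzyme.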
An asterisk follows results filed as active; i = inactive; ? = inconclusive; . = not tested or not shown; [ ] = another dose, or the depositor's remark. Unless noted, the call rests on the fitted dose curve; in most records, active means well fitted curve in the direction sought with a large enough effect; inconclusive means small, poorly fitted or top-dose-only effect, or another doubt; inactive means no such curve, though single readings can be large; an effect the other way counts as inactive or inconclusive.

| mol | GLS inhibitor | PGK inhibitor | JMJD2A Tudor inh | G9a block | ERG-DNA inh | BAZ2B block | HP1b binding inh | Pin1 inhibitor | PI4K2A inh |
| --- | --- | --- | --- | --- | --- | --- | --- | --- | --- |
| COc1ccc(N(C)C(=O)CN(C)S(=O)(=O)c2ccc3c(c2)c(=O)n(C)c(=O)n3C)c(OC)c1 | -2% | -7% | -18% | 9% | 4% | ? | 19% | -7% | 4 |
| Cn1cnnc1Sc1ccc(C(=O)OCC(=O)NC2CC2)cc1[N+](=O)[O-] | 5% | 1% | -10% | -4% | -1% | -2% | 35% | 1% | 6 |
| S=c1[nH]nc(-c2ccccc2Br)n1Cc1ccccc1 | -14% | -2% | -74% | . | 0% | -3% | -11% | -10% | 1 |
| Cc1cccc(Nc2ccc3nonc3c2[N+](=O)[O-])c1C | -4% | 3% | 0% | -12% | -12% | 4% | 31% | 3% | 3 |
| CCN(CC)CCNC(=O)c1ccc(NC(=O)c2cc(-c3ccncc3)nc3ccccc23)cc1 | 0% | -5% | -7% | 6%[12.7 µM] | 0% | 0% | 36% | 0% | 7 |
| CC(=O)OCCNc1cc(SC(C)C)c2nonc2c1[N+](=O)[O-] | 0% | i | -24% | -3% | 1% | ? | 19% | 0% | 0 |
| COc1cc(Cl)ccc1OCc1cc(C(=O)N2CCC(N(C)C)C2)no1 (stereo unspecified) | -20% | i | -12% | -19% | 14% | -16%[57.1 µM] | 58%[activator] | -2% | 12 |
| O=S(=O)(c1ccc(F)cc1)n1cnc2ccccc21 | 2% | 4% | 6% | -2% | -3% | 1%[57.1 µM] | 25% | 1% | 0 |
| Cc1ccc2cc(CCNC(=O)c3ccc4c(c3)OCO4)c(=O)[nH]c2c1 | 4% | -6% | 1% | 18%[59 µM] | -9% | 3% | 37%[activator] | 0% | -5 |
| COc1cc(OC)nc(Oc2ccccc2C(=O)Oc2ccc(C)cc2)n1 | 17% | -5% | 29% | 74%[activator] | . | 23% | 75%[activator] | -9% | -1 |
| CCOC(=O)c1c(C)noc1CP(=O)(c1ccccc1)c1ccccc1 | 7% | -9% | 4% | -35%[59 µM] | 0% | 9% | 28% | 5% | 0 |
| CCOC(=O)C(=O)CC(=O)c1ccc2c(c1)OCCO2 | -1% | -9% | -26% | 20µM* | 2% | 50µM* | 7% | -4% | 4 |
| COC(=O)c1ccc(COC(=O)CNC(=O)c2ccc(OC)cc2)cc1 | -5% | -5% | 9% | . | -10% | . | 49%[activator] | 2% | 5 |
| COc1cccc(C(=O)N2CCN(Cc3ccccc3C(F)(F)F)CC2)c1 | -2% | 2% | -2%[11.4 µM] | 3.5µM* | -6% | 28µM* | ? | -3% | -4 |
| COc1cc2sc(C)nc2c2sccc12 | 8% | 5% | 28% | 15%[59 µM] | -2% | 39% | 54% | 8% | 8 |
| Cc1nn(-c2ccccc2)c2sc(C(=O)OCn3nnc4ccccc4c3=O)cc12 | 2% | -3% | -10% | 4% | 8% | 3% | 37% | 1% | 0 |
| COC(=O)c1ccc(C(=O)N2CCCC(Nc3ccc(C(C)C)cc3)C2)nc1 (stereo unspecified) | -1% | i | -32% | -50% | 7% | ? | -2% | -3% | -3 |
| O=C(COC(=O)c1ccc(S(=O)(=O)C(F)F)cc1)NC(=O)NC1CCCCC1 | -16% | i | -17% | -30% | 8% | 7% | 14% | 7% | 1 |
| CC(=O)N1c2ccc(S(=O)(=O)N(C)CC(=O)Nc3cccc(C)c3)cc2CC1C (stereo unspecified) | 3% | i | -28% | 5%[59 µM] | 5% | -28% | 50%[activator] | -4% | -4 |
| Cc1nnc(N(C)C(=O)c2ccccn2)s1 | 6% | -4% | -20% | -38%[0.0925 µM] | -2% | -12% | 6% | -3% | -3 |
| Oc1c(Cl)cc(Cl)cc1C1Nc2ccccc2-n2cccc21 (stereo unspecified) | 2% | i | -10% | ? | -3% | -4% | 23% | 8% | 1 |
| Cn1c(=O)c2c(nc(N3CCCCCC3)n2Cc2cccc3ccccc23)n(C)c1=O | 1% | 11% | ? | -17% | -11% | ? | ? | 0% | 1 |
| Cc1cc(NC(=S)N(CCN2CCCCC2)Cc2ccco2)ccc1Cl | -10% | ? | -22% | 40µM* | -9% | ? | 4% | -5% | 1 |
| C=C(C)C(=O)OC1(C(F)(F)F)Oc2cc(C)ccc2NC1=O (stereo unspecified) | 1% | -6% | -11%[57.1 µM] | 4% | -14% | 1% | -13% | 0% | 16 |
| CC(C)CNC(=O)CN(C)S(=O)(=O)c1ccc(F)cc1 | 0% | -6% | 5% | 14% | -2% | 3% | 39% | -5% | 1 |

Limited to G9a block, BAZ2B block and PI4K2A inh (7 entries from above):
Molecule	G9a block	BAZ2B block	PI4K2A inh
Cc1nn(-c2ccccc2)c2sc(C(=O)OCn3nnc4ccccc4c3=O)cc12	4%	3%	0
COC(=O)c1ccc(C(=O)N2CCCC(Nc3ccc(C(C)C)cc3)C2)nc1 (stereo unspecified)	-50%	?	-3
O=C(COC(=O)c1ccc(S(=O)(=O)C(F)F)cc1)NC(=O)NC1CCCCC1	-30%	7%	1
CC(=O)N1c2ccc(S(=O)(=O)N(C)CC(=O)Nc3cccc(C)c3)cc2CC1C (stereo unspecified)	5%[59 µM]	-28%	-4
Cc1nnc(N(C)C(=O)c2ccccn2)s1	-38%[0.0925 µM]	-12%	-3
Oc1c(Cl)cc(Cl)cc1C1Nc2ccccc2-n2cccc21 (stereo unspecified)	?	-4%	1
Cn1c(=O)c2c(nc(N3CCCCCC3)n2Cc2cccc3ccccc23)n(C)c1=O	-17%	?	1

(listing goes on)
| mol | GLS inhibitor | PGK inhibitor | JMJD2A Tudor inh | G9a block | ERG-DNA inh | BAZ2B block | HP1b binding inh | Pin1 inhibitor | PI4K2A inh |
| --- | --- | --- | --- | --- | --- | --- | --- | --- | --- |
| COC(=O)c1ccccc1NC(=O)Cn1c(=O)n(CCCCC(=O)NCc2ccc3c(c2)OCO3)c(=O)c2ccccc21 | 5% | 4% | -6% | -26%[59 µM] | 0% | -1% | 11% | 4% | 1 |
| O=C(COC(=O)COc1ccccc1F)Nc1ccc(Cl)cn1 | -10% | 1% | -1% | -1% | -2% | 4% | 33% | -3% | 0 |
| O=C(NCC1CCCN(C(=O)c2cccnc2)C1)c1ccc(-c2ccccc2)cc1 (stereo unspecified) | -13% | -7% | -1% | . | -1% | -4% | 78%[activator] | -1% | 4 |
| O=C(c1ccc(S(=O)(=O)NCc2ccco2)cc1)N1CCCC(C(F)(F)F)C1 (stereo unspecified) | 9% | 0% | -14% | 4%[0.501 µM] | 9% | -1% | -14% | -2% | -7 |
| CC[C@]12c3[nH]c4cc(-c5ccco5)ccc4c3CCN1C(=O)[C@@H](CC(=O)NCCC1=CCCCC1)C[C@@H]2C(=O)N1CCN(C(=O)C2CC2)CC1 | 7% | -1% | ? | . | 0% | . | 7% | 27% | -8 |
| Cc1nn(C)c(C)c1NC(=O)c1ccc(Br)o1 | 0% | -2% | 1% | ? | -9% | 0% | 12% | 0% | 2 |
| COC(=O)c1cc2occc2n1CC(=O)Nc1ccc(C(C)C)cc1 | 0% | 8% | -4% | 1%[59 µM] | -1% | -4% | 35% | -3% | -4 |
| CCCS(=O)(=O)N1CCC(C(=O)NCC2CCCO2)CC1 (stereo unspecified) | 6% | 3% | 5% | -13%[59 µM] | -2% | -3% | 19% | 3% | 2 |
| CC(SCc1ccccc1)C(=O)N/N=C/c1ccc(OCC(=O)NCc2ccco2)cc1 (stereo unspecified) | 11% | -10% | -14% | 21%[59 µM] | 1% | ? | -8% | 2% | -5 |
| O=C(NNC(=O)c1ccccc1Cl)c1ccco1 | 52%[activator] | -1% | -18% | 6% | -8% | -11% | -5% | -11% | -3 |
| CCOc1ccc(-n2c(=O)c3c(C)c(C(=O)N(C)C)sc3n(CC(=O)Nc3ccccc3F)c2=O)cc1 | -11% | i | -15% | -25% | 6% | 3% | 36% | -2% | 0 |
| O=C(CSCc1ccccc1Br)N/N=C/c1ccc2c(c1)OCO2 | 1% | 4% | -17% | 3%[59 µM] | 1% | -2% | 2% | 7% | -1 |
| Cc1cccc(OCC(=O)NCCCNC(=O)c2cnccn2)c1 | 2% | -8% | 0% | 18% | 0% | 6% | 77%[activator] | 7% | -5 |

Records listed so far marked active in BAZ2B block.
| mol | GLS inhibitor | PGK inhibitor | JMJD2A Tudor inh | G9a block | ERG-DNA inh | BAZ2B block | HP1b binding inh | Pin1 inhibitor | PI4K2A inh |
| --- | --- | --- | --- | --- | --- | --- | --- | --- | --- |
| CCOC(=O)C(=O)CC(=O)c1ccc2c(c1)OCCO2 | -1% | -9% | -26% | 20µM* | 2% | 50µM* | 7% | -4% | 4 |
| COc1cccc(C(=O)N2CCN(Cc3ccccc3C(F)(F)F)CC2)c1 | -2% | 2% | -2%[11.4 µM] | 3.5µM* | -6% | 28µM* | ? | -3% | -4 |
